Source: PubChem
MT stabilizer – stabilizes microtubules in HeLa cells | HeLa tubulin immunostaining HCS, 24 h; share of cells brighter than vehicle mean+2SD | % tubulin-high responders, % at 10 µM | hit rate 0.83% among 200,000 | AID 2205;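 active = plate Z-score above 3 for both tubulin-high and condensed-nucleus cell shares, with cell loss under 80%, at 10 µM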;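 also: anti alpha tubulin signal scored within the nucleus-defined area of each cell; some results filed as inactive read as strong as hits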
T cell modulator – T cell immune modulators affecting CD8 T cell-vesicle binding; 2C CD8+ T cell-vesicle binding, flow cytometry; stronger effect = lower value; calls only at 7 µM; hit rate 0.068% among 330,000; AID 2052;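 active = response, share of CD8 T cells binding vesicles, and their 90th percentile fluorescence all below set limits, cut at about 80% in these data, passing the limit was not always enough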
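Assay system – 2C mouse CD8+ T cells · Also added – QL9-loaded Drosophila micro-vesicles · Timing – Cell–vesicle co-incubation 1.5 h at 37 °C, staining 20 min on ice · Signal – flow cytometry of vesicle-bound cells · Measure – percent CD8+ FL2 mean versus row control · Controls – Peptide-free naked vesicles (low) and QL9 vesicles with 0.7% DMSO vehicle (high)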
Dynein transport – blocks dynein driven cargo transport along microtubules. 3617.4 mouse cells, GR-EGFP nuclear translocation imaging; test concentration mostly 20 µM; stimulated with dexamethasone, 1 µM; stronger effect = lower value. z-score, hits read low. hit rate 0.47% among 220,000. AID 1381;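 active = plate z-score of nuclear minus cytoplasmic receptor signal below a set negative limit, without overly bright fluorescence or cell loss, cut at about -3.5 in these data, passing the limit was not always enough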;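 also: z-score of nuclear minus cytoplasmic ring GR-EGFP intensity difference per well; some compounds called inactive have numbers as strong as hits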
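Buffer or medium: Induction medium lacking tetracycline, stripped serum | Also added: Dexamethasone agonist, 1.0 µM final, for 30 min | Timing: 48 h induction, 1 h compound, 30 min dex at 37 °C | Detection: Formaldehyde fixation, Hoechst nuclear stain, 10x automated fluorescence imaging | Measure: Nuclear versus cytoplasmic GR-EGFP signal, averaged per well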
Ins promoter up – MIN6 insulin promoter up-regulation | MIN6 insulin promoter-GFP reporter, high-content imaging; stronger effect = higher value | z-score at 5 µM | hit rate 0.3% among 190,000 | AID 1625;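 active = z-score above 3 at 5 µM with at least 500 cells counted in the well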
Myeloid diff MLP – compounds promoting myeloid differentiation; ER-HoxA9 myeloid progenitors, lysozyme-GFP differentiation, flow cytometry; calls only at 10 µM; hit rate 1% among 360,000;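 active = normalized GFP-positive differentiation at or above the plate's own cutoff, the solvent-only control mean plus 3 SD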;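 also: cells exposed to compound for four days before flow analysis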
TNAP activators – stimulation of alkaline phosphatase TNAP activity – biochemical, luminescent, no phosphate acceptor, uHTS, primary screen (AID 1001) | purified TNAP, luminescent activation assay, no phosphate acceptor; higher activation fold means a stronger effect | activation fold at 20 µM, or EC50 in µM where a hit was titrated | hit rate 0.03% among 200,000; in the data active = activation fold from about 3, or a potency from the dose series; inactive = the rest, 99 in 100 with activation fold below about 1.6; also: many of its hits are not listed in these tables
Lipid droplet – hepatic lipid droplet formation modulation | inhibition, % at 6.5 µM | AID 1656 | AML12 mouse hepatocytes, oleate lipid droplets, BODIPY imaging | hit rate 0.4% among 240,000;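 active = lipid droplet intensity inhibited by at least 50%, with more than 500 cells counted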
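Technique: fluorescence imaging, 20x objective, two fields per well / Assay system: AML12 hepatocytes (mouse) / Measure: % inhibition of lipid droplet signal / Doses: 6.5 µM single-point dosing / Incubation: overnight exposure / Reagent: 100 µM oleic acid challenge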
b-catenin transl – beta-catenin nuclear translocation modulation; HeLa beta-catenin nuclear translocation, immunofluorescence imaging; nuclear translocation activity, % at 5 µM; hit rate 0.3% among 190,000;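 active = nuclear translocation activity above 50% at 5 µM, with a well cell count of 50 or more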;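 also: per-cell ratio of nuclear to cytoplasmic median beta-catenin stain intensity; plate controls were DMSO negative control for no effect and GSK-3 inhibitor IX positive control for full effect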
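Test system: human HeLa cells, native beta-catenin. Compound dosing: 5 µM primary single dose, 0.1% DMSO, 0.02–20 µM confirmation series. Incubation: compound exposure 24 h at 37°C. Detection: beta-catenin immunostaining with DAPI counterstain, 20x imaging, 6 fields/well. Read-out basis: Nuclear/cytoplasmic beta-catenin signal ratio, % activation.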
human PMI inhibition – inhibitors of human PMI, primary screen, biochemical, fluorescence intensity, coupled assay (AID 1209) | one-dose inhibition, % at 20 µM; IC50 in µM for titrated hits | hit rate 0.42% among 190,000 | purified PMI enzyme, coupled fluorescence intensity; higher % means a stronger effect; in the data active = inhibition above about 50%;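 also: plate controls were DMSO vehicle for no effect and wells lacking substrate for full effect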
Dynein transport cytoplasmic EGFP – further read-out of Dynein transport, marked with its call; z-score; measured here: cytoplasmic GR-EGFP intensity; stronger effect = higher value
Dynein transport nuclear GR-EGFP – recorded beside Dynein transport, whose call it bears; z-score; measured here: nuclear GR-EGFP intensity;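 lower value marks the stronger effect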
Dynein transport cell count – recorded beside Dynein transport, whose call it bears; z-score; measured here: cell count per field
Ins promoter up cell count – recorded beside Ins promoter up, whose call it bears; cell count; measured here: cytotoxicity, nuclei count;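 total cells summed across four imaged fields per well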
Lipid droplet cells 6.5 µM – recorded beside Lipid droplet, whose call it bears; cell count; measured here: cell count, cytotoxicity flag;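 cells counted across two imaged fields per well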
b-catenin transl cell count 5 µM – second read-out of b-catenin transl, no call of its own (marks repeat the call); cell count; measured here: cell count, cytotoxicity flag
T cell modulator vesicle-bound % – further read-out of T cell modulator, marked with its call; double positive events, %; measured here: CD8+ vesicle-bound cell fraction;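 binding gate set so that unloaded-vesicle control wells show 10% double positive cells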
MT stabilizer Hoechst-high % – second read-out of MT stabilizer, no call of its own (marks repeat the call); % Hoechst-high responders; measured here: nuclear condensation Hoechst responders;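 share of cells brighter than vehicle mean plus two SD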
MT stabilizer cytotoxicity % – further read-out of MT stabilizer, marked with its call; toxicity, %; measured here: cytotoxicity by cell density;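 0% = mean cell density of plate MIN control wells and 100% = no cells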
Myeloid diff MLP GFP+ MAC1+ % – also measured in Myeloid diff MLP; calls as there; GFP+ MAC1+ double positive, %; measured here: differentiation confirmed by MAC1 staining
The depositor's hits bear a star; i = inactive; · = not tested or not shown; & = joins results of further samples.

SMILES | MT stabilizer | MT stabilizer Hoechst-high % | MT stabilizer cytotoxicity % | T cell modulator | T cell modulator vesicle-bound % | Dynein transport | Dynein transport cytoplasmic EGFP | Dynein transport nuclear GR-EGFP | Dynein transport cell count | Ins promoter up | Ins promoter up cell count | Myeloid diff MLP | Myeloid diff MLP GFP+ MAC1+ % | TNAP activators | Lipid droplet | Lipid droplet cells 6.5 µM | b-catenin transl | b-catenin transl cell count 5 µM | human PMI inhibition
NC(=O)C1=C[C@@H](c2ccc(Br)cc2)C[C@@H](OCCCCO)O1 | 2.9 | 1.9 | 6.7 | i | 30 | 0.93 | -0.17 | 1 | -1.6 | -0.58 | 1366 | i | 0.6 | 1.1 | 22 | 726 | -1.3 | 1085 | 23%
COc1ccccc1CNC(=O)c1cn(C)c2ccc(S(=O)(=O)N3CCCCC3)cc2c1=O | 3.3 | 1.6 | 4.4 | i | 32 | 1.6 | -0.33 | 0.27 | -0.45 | -0.31 | 1223 | · | · | 1.1 | 20 | 692 | -1.8 | 1190 | 7%
O=C(O)CCC(=O)N1CCN(c2ncccc2C(F)(F)F)CC1 | · | · | · | i | 35 | 0.11 | -0.22 | -0.03 | -0.39 | · | · | i | 0.9 | · | 0 | 700 | 1.3 | 1140 | ·
Nc1ccc(SC(F)(F)F)cc1C(=O)c1ccccc1 | 1.2 | 0.9 | 6.0 | i | 50 | 2.8 | -0.26 | 0.66 | 0.073 | · | · | i | 0.6 | 1.1 | · | · | -3.0 | 827 | 10%
COc1ccc(NC(=O)CC2CC3CCC2C3)cn1 (stereo not drawn) | 1.4 | 2.9 | 8.7 | i | 55 | 0.19 | -0.38 | -0.48 | 0.4 | -0.87 | 1308 | i | 0.3 | 1.2 | 0 | 701 | -0.5 | 1114 | 2%
COc1cc2[nH]c(=O)n(CCC(=O)NC3CCCC3)c(=O)c2cc1OC | 2.9 | 2.9 | 7.0 | i | 60 | -0.33 | -0.19 | 0.15 | 0.63 | -0.06 | 1332 | i | 1.5 | 1.1 | 1 | 690 | · | · | 9%
Cc1ccc(SC(C)C(=O)Nc2cccnc2)cc1 (stereo not drawn) | 3.1 | 1.4 | 1.0 | i | 18 | 1.5 | -0.16 | 0.19 | -0.37 | 0.35 | 1501 | i | 0.6 | 1.1 | · | · | -3.4 | 1343 | -5%
COc1cc(NC(=O)c2cccc(COCC(F)(F)C(F)F)c2)cc(OC)c1OC | 2.0 | 3.1 | 10 | i | 47 | -0.1 | -0.29 | -0.18 | 0.46 | -0.14 | 1546 | i | 0.4 | 1.1 | 19 | 673 | -2.0 | 1283 | 8%
Nc1nnc(SCC(=O)OCC(=O)c2ccccc2Br)s1 | 2.3 | 3.0 | 8.3 | i | 6 | -0.056 | -0.23 | 0.015 | 0.56 | -1.4 | 1337 | i | 0.1 | 1.1 | 2 | 646 | -1.8 | 1139 | -16%
Cc1ccc(/C=C2\SC(=S)N(C(Cc3ccccc3)C(=O)O)C2=O)cc1 (stereo not drawn) | 2.6 | 1.5 | 0.8 | i | 9 | -1.1 | -0.25 | -0.32 | 1 | 0.03 | 1489 | i | 0.5 | 1 | 0 | 423 | -0.8 | 1087 | 12%
COc1ccc(CNc2oc(-c3ccccc3)nc2C#N)cc1 | 2.7 | 1.8 | 6.9 | i | 43 | 0.03 | -0.11 | 0.27 | -0.51 | -0.84 | 1838 | i | 1.9 | 1.1 | 15 | 603 | -0.3 | 1087 | 10%
COc1ccccc1NC(=O)CSc1nc(C)c2c(c1C#N)CCCC2 | 3.3 | 2.4 | 8.1 | i | 20 | -0.56 | -0.23 | -0.93 | 0.6 | -0.35 | 569 | i | 2.5 | 1.1 | · | · | 0.3 | 1395 | -1%
COc1ccc(/C=C/C(=O)c2cc(F)ccc2OC(=O)c2ccccc2OC)cc1OC | 4.3 | 11 | 46 | · | · | -3.9* | 0.71* | -2* | -0.21* | · | · | · | · | 1.1 | -240 | 368 | 8.7 | 433 | 9%
CN1C(c2ccc(F)cc2)=CS/C1=C(/C#N)c1nnc(N2CCOCC2)n1-c1ccccc1 | 2.3 | 3.0 | 6.5 | i | 22 | i | · | · | -4.3 | -0.12 | 1219 | i | 0.3 | 1.1 | -7 | 722 | -0.3 | 1128 | -5%
COc1cccc(-c2nnn(CCc3nn[nH]n3)n2)c1 | 3.2 | 1.5 | 6.2 | i | 47 | -0.6 | -0.23 | 0.019 | -0.36 | 0.05 | 1289 | i | 0.0 | 1 | -22 | 703 | -6.5 | 605 | -36%
O=C(Cn1c(=O)n(-c2ccccc2)c(=O)n1CC(=O)N1CCCCC1)N1CCCCC1 | 4.9 | 3.0 | 7.7 | i | 40 | -0.48 | -0.21 | -0.042 | 0.35 | 0.34 | 1438 | i | 1.0 | 1.1 | · | · | -7.7 | 910 | -2%
CNS(=O)(=O)c1cccc(C(=O)OCC(=O)Nc2ccccc2OC(F)F)c1 | 2.0 | 1.4 | 5.3 | i | 54 | -0.63 | -0.22 | -0.4 | 0.64 | -0.92 | 1036 | i | 1.3 | 1.1 | · | · | -1.4 | 857 | -2%
O=C(O)/C=C/c1ccc2c(c1)OCCO2 | · | · | · | i | 41 | -0.39 | -0.7 | -0.51 | -0.17 | 0.64 | 781 | i | 0.8 | · | 23 | 590 | -1.2 | 1432 | ·
Cc1ccc(C(=O)N2CCN(c3ncnc4c(C)csc34)CC2)cc1 | · | · | · | i | 28 | 0.55 | -0.24 | 0.26 | -0.11 | 0.01 | 1543 | i | 0.4 | · | 3 | 715 | -0.7 | 1108 | ·
COC(=O)c1[nH]c2ccccc2c1NS(=O)(=O)c1ccc(F)c(C)c1 | 6.6 | 4.0 | 3.7 | i | 25 | -1.3 | -0.31 | -0.31 | 0.3 | 0.54 | 1021 | i | 1.1 | 0.9 | · | · | -2.2 | 968 | 4%
O=C(Nc1ccc(N2CCCC2)cc1)C(c1ccccc1)c1ccccc1 | 2.4 | 1.3 | 9.7 | i | 39 | -0.39 | -0.17 | -0.029 | 0.22 | -0.4 | 944 | i | 0.2 | 1.2 | -2 | 710 | · | · | -44%
COc1ccc(-c2cc(=O)oc3c(C)c(OCc4nn[nH]n4)ccc23)cc1 | 5.4 | 3.5 | 11 | i | 49 | 0.46 | 0.066 | 0.88 | -1.9 | 0.72 | 1878 | i | 2.5 | 1 | · | · | -5.9 | 963 | -12%
COc1ccc(-n2c(SCC(=O)Nc3cc(C)on3)nc3c([nH]c4ccccc43)c2=O)cc1 | 3.6 | 1.5 | 17 | i | 38 | 2.9 | -0.035 | 2.1 | -2.1 | -0.13 | 1375 | i | 2.3 | 1.1 | -5 | 781 | -2.6 | 1089 | 3%
COC(=O)C1=COC(C)C2CN3CCc4c([nH]c5cc(OC)c(OC)cc45)C3CC12 (stereo not drawn) | · | · | · | i | 26 | 0.56 | 0.32 | 1.1 | -0.39 | -0.15 | 951 | i | 3.1 | · | 8 | 739 | 0.5 | 1291 | ·
CCOC(=O)C1(Cc2ccc(OC)cc2)CCN(C(=O)CCn2ccc(C)n2)CC1 | 5.7 | 2.2 | 7.6 | i | 62 | 0.19 | -0.2 | 0.048 | -0.45 | -0.75 | 1286 | i | 0.5 | 1.1 | -2 | 713 | 0.8 | 1030 | 0%
COCCOc1cc(NC(=O)c2sccc2Oc2ccc([N+](=O)[O-])cc2F)c(Cl)cc1Cl | 4.2 | 1.0 | 2.9 | i | 40 | 0.4 | -0.19 | 0.069 | -1.3 | -0.11 | 1794 | i | 0.9 | 1.1 | -34 | 529 | -2.7 | 1112 | 17%
Cc1ccc(S(=O)(=O)N2CCN(C(=O)CN3CCOCC3)C2c2ccccc2)cc1 (stereo not drawn) | 1.6 | 1.3 | 4.7 | i | 19 | -0.66 | -0.2 | -0.22 | 0.045 | -0.88 | 1487 | i | 2.1 | 1.1 | · | · | -3.1 | 1054 | -8%
CCOC(=O)Nc1ccc2c(c1)N(C(=O)OCCN(C)C)c1ccccc1CC2 | 2.4&3.7 | 2.1&1.1 | 6.9&9.6 | i | 52&62 | -0.25&0.9 | -0.029&-0.12 | 0.21&0.91 | -0.48&-1.6 | 0.3 | 1420 | i | 2.7&1.5 | 1.1&1.1 | 8&2 | 727&687 | -0.5&-2.6 | 1130&1136 | 5%&17%
O=C(Nc1ccc(Cl)c(-c2nc3ccccc3[nH]2)c1)c1cccnc1 | 4.2 | 1.6 | 5.3 | i | 35 | 0.22 | 0.37 | 0.1 | 0.4 | -0.08 | 1762 | i | 4.3 | 1.1 | 7 | 667 | -0.6 | 1042 | 0%
CCOc1ccc(N(CC(=O)OC)S(=O)(=O)c2ccc3c(c2)n(C)c(=O)c(=O)n3C)cc1 | 4.1 | 2.5 | 0.1 | i | 47 | -0.3 | -0.22 | -0.013 | -0.07 | 1.1 | 839 | i | 2.0 | 1 | · | · | · | · | -9%
